# MT stabilize HCS: microtubule stabilizers in HeLa cells, primary screen, imaging, high-content imaging; % tubulin-high responders, % at 10 µM; actives 0.83% (n = 200,000); HeLa tubulin immunostaining HCS, 24 h; share of cells brighter than vehicle mean+2SD; AID 2205, 2009;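 active means plate Z-score above 3 for both tubulin-high and condensed-nucleus cell shares, with cell loss under 80%, at 10 µM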;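 further: anti alpha tubulin signal scored within the nucleus-defined area of each cell; some results filed as inactive read as strong as hits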
# bCat nuc transl: modulators of beta-catenin nuclear translocation, primary screen, imaging, HeLa cells, immunofluorescence, high-content | nuclear translocation activity, % at 5 µM | actives 0.3% (n = 190,000);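 active means nuclear translocation activity above 50% at 5 µM, with a well cell count of 50 or more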;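 further: per-cell ratio of nuclear to cytoplasmic median beta-catenin stain intensity; plate controls were DMSO negative control for no effect and GSK-3 inhibitor IX positive control for full effect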
#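 System: Human HeLa cells, endogenous beta-catenin | Compound dosing: 5 µM primary, 0.02–20 µM confirmation | Timing: 24 h compound exposure at 37°C, 5% CO2 | Measured by: Fluorescence imaging of beta-catenin antibody stain plus DAPI | Read-out basis: % activation of per-cell nuclear versus cytoplasmic median beta-catenin signal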
# Ins promoter up: insulin promoter activators in MIN6 cells, imaging, high-content screening, mouse beta cells | MIN6 insulin promoter-GFP reporter; active compounds read high | z-score at 5 µM | actives 0.3% (n = 190,000) | AID 1625, 2009;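 active means z-score above 3 at 5 µM with at least 500 cells counted in the well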
# Dynein cargo inh: inhibitors of GR-EGFP nuclear translocation, primary screen, dynein cargo transport inhibitor project, imaging, high-content, 3617.4 mouse cells; test concentration mostly 20 µM; stimulated with dexamethasone, 1 µM; active compounds read low; AID 1381, 2008; z-score, hits read low; actives 0.47% (n = 220,000);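 active means plate z-score of nuclear minus cytoplasmic receptor signal below a set negative limit, without overly bright fluorescence or cell loss, cut at about -3.5 in these data, passing the limit was not always enough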;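 further: z-score of nuclear minus cytoplasmic ring GR-EGFP intensity difference per well; some compounds called inactive have numbers as strong as hits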
#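 medium = tetracycline-free induction medium containing charcoal-stripped FBS | probe or stimulus = dexamethasone, 1.0 µM final | timing = 48 h induction, then 1 h compound, then 30 min agonist, 37 °C | detection = automated 10x imaging of fixed Hoechst-stained cells | read-out basis = nuclear versus cytoplasmic GR-EGFP signal, averaged per well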
# Yfh1-depleted yeast: enhancers of respiration in Yfh1-depleted yeast, dose response, Friedreich's ataxia, plus single-dose screen (AID 1465) | S. cerevisiae Yfh1-off respiration, WST-1 reduction, 72 h; higher fold induction means a stronger effect | one-dose fold induction at 50 µM; EC50 in µM for titrated hits | actives 0.074% (n = 220,000);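 active means fold induction of absorbance versus untreated yeast above a set limit, then at least 30% activation at any dose in follow-up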;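 further: activators that raise dye reduction in frataxin-depleted yeast; strong numbers were not always called active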
# HEK293 NOD2/NF-kB: NOD2 signaling inhibitors, cell-based, luminescence, uHTS, HEK293 (AID 1566); inhibition, % at 4 µM, or EC50 in µM where a hit was titrated; actives 0.63% (n = 290,000); HEK293 NOD2/NF-kB luciferase reporter, luminescence; higher % means a stronger effect; in the data active means inhibition above about 50%; further: many of its hits are not listed in these tables
# M17LAP inhibition: P. falciparum M17LAP inhibitors, primary screen, biochemical, fluorogenic H-Leu-NHMec substrate, 1536-well (AID 1619); Leucine aminopeptidase (Plasmodium falciparum (isolate 3D7)); actives 0.38% (n = 220,000); inhibition, % at 30 µM; hits with a dose series show IC50 in µM; recombinant M17LAP, H-Leu-NHMec fluorogenic kinetic assay; higher % means a stronger effect;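 active means compound inhibiting the enzyme by more than half at any dose during confirmatory dose-response retesting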;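 further: plate controls were full reaction with DMSO carrier for no effect and no enzyme background for full effect; strong numbers were not always called active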
# Autophagy mod: autophagy modulators in MEF cells, primary screen, imaging, high-content, MEF GFP-LC3; MEF GFP-LC3 puncta imaging; test concentration mostly 10 µM; calls only at 10 µM (by protocol); actives 0.98% (n = 190,000); AID 463193, 2010;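 active means percentage of spot-positive cells more than 3 SD above its plate mean, without a fluorescence outlier flag or 80% toxicity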;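 further: spot-positive cell cutoff set from DMSO-treated cells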
# NOD1 inhibition: NOD1 signaling inhibitors, primary screen, cell-based, luminescence, uHTS (AID 1578); NOD1-driven NF-kB luciferase reporter cells, luminescence; higher % means a stronger effect; inhibition, % at 4 µM; hits with a dose series show EC50 in µM; actives 1% (n = 290,000); in the data active means inhibition mostly above about 36%, no sharp cut-off; inactive means mostly below about 34%;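 further: HEK-293T reporter cells stimulated with the NOD1 agonist gamma-tri-DAP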
# Dynein cargo inh cytoplasmic EGFP: second read-out of Dynein cargo inh, no call of its own (marks repeat the call); z-score; measured here: cytoplasmic GR-EGFP intensity; active compounds read high
# Dynein cargo inh nuclear GR-EGFP: second read-out of Dynein cargo inh, no call of its own (marks repeat the call); z-score; measured here: nuclear GR-EGFP intensity;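 lower value marks the stronger effect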
# Dynein cargo inh cell count: second read-out of Dynein cargo inh, no call of its own (marks repeat the call); z-score; measured here: cell count per field
# Ins promoter up cell count: further read-out of Ins promoter up, marked with its call; cell count; measured here: cytotoxicity, nuclei count;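 total cells summed across four imaged fields per well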
# bCat nuc transl cell count 5 µM: also measured in bCat nuc transl; calls as there; cell count; measured here: cell count, cytotoxicity flag
# MT stabilize HCS Hoechst-high %: also measured in MT stabilize HCS; calls as there; % Hoechst-high responders; measured here: nuclear condensation Hoechst responders;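 share of cells brighter than vehicle mean plus two SD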
# MT stabilize HCS cytotoxicity %: further read-out of MT stabilize HCS, marked with its call; toxicity, %; measured here: cytotoxicity by cell density;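 0% = mean cell density of plate MIN control wells and 100% = no cells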
# Autophagy mod cell loss 18 h: also measured in Autophagy mod; calls as there; toxicity, %; measured here: cell loss, nuclei count;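 cell loss after 18 h compound exposure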
# An asterisk follows results filed as active; i = inactive; x = no result given.
SMILES,MT stabilize HCS,MT stabilize HCS Hoechst-high %,MT stabilize HCS cytotoxicity %,bCat nuc transl,bCat nuc transl cell count 5 µM,Ins promoter up,Ins promoter up cell count,Dynein cargo inh,Dynein cargo inh cytoplasmic EGFP,Dynein cargo inh nuclear GR-EGFP,Dynein cargo inh cell count,Yfh1-depleted yeast,HEK293 NOD2/NF-kB,M17LAP inhibition,Autophagy mod,Autophagy mod cell loss 18 h,NOD1 inhibition
Cc1ccc(S(=O)(=O)NC(Cc2c[nH]c3ccccc23)C(=O)O)cc1 (stereo not given),3.6,1.5,3.6,x,x,x,x,2.27,-0.0407,0.868,-2.67,i,x,x,i,16.1,x
CC(C)N1CCc2c(sc(NC(=O)c3cc(-c4cccs4)nc4ccccc34)c2C(N)=O)C1,4.2,3.5,2.8,0.6,487,1.47,941,-2.3,3.7,0.09,0.7,i,12.6%,-14.2%,i,-57.1,10.8%
O=C(Cc1ccc2c(c1)OCCO2)c1c(O)cc(O)cc1O,2.0,5.3,5.8,-3.1,946,-1.4,1177,-0.533,-0.127,-0.208,0.659,i,-36.3%,15.0%,i,-0.7,-17.9%
O=C(CCC1CCCN(C(=O)c2ccsc2)C1)NCc1ccc(F)c(F)c1 (stereo not given),3.9,0.9,4.1,-1.2,927,-0.33,1397,1.78,-0.138,1.37,-1.27,i,3.5%,-0.5%,i,22.3,-32.6%
CCOC(=O)c1[nH]c(COC(=O)CCOc2ccccc2OC)c(C(=O)OCC)c1C,1.3,1.7,3.5,-0.4,1372,0.53,1381,-0.469,-0.148,-0.101,0.184,i,-11.9%,-8.0%,i,-5.2,18.0%
CCCCn1c(-c2nn(C)cc2Cl)n[nH]c1=S,4.1,2.0,5.6,0.2,1323,0.02,1536,-0.4,-0.282,-0.844,1.12,i,15.7%,5.4%,i,-2.1,5.7%
CC(C)CC(=O)NC(=S)NCCc1ccccc1,2.1,1.5,5.1,x,x,x,x,0.835,-0.239,0.684,0.389,i,-10.1%,8.1%,i,17.6,2.1%
Cc1cc(SCC(=O)Nc2ncc(Cl)cc2Cl)nc2ccccc12,2.0,1.7,8.0,-1.6,1059,-0.97,1401,0.108,-0.156,-0.0393,-0.653,i,-20.1%,7.0%,i,-0.5,-13.4%
Cc1ccc(NC(=O)CNC(=O)c2ccccc2F)cc1Cl,2.9,1.6,3.5,-5.1,1107,0.33,1937,0.233,-0.199,-0.0274,0.527,i,-11.1%,7.1%,i,15.4,-25.7%
O=[N+]([O-])c1ccc(Nc2ccccn2)c([N+](=O)[O-])c1,1.5,1.3,4.4,-0.9,1010,0.19,1381,0.28,-0.224,0.683,-0.746,i,-9.2%,9.5%,i,10.1,27.9%
Cc1ccccc1NC1=C(Cl)C(=O)OC1OC(=O)c1ccco1 (stereo not given),0.4,1.1,6.3,x,x,0.34,816,-3.15,0.328,-1.41,-0.382,i,-3.3%,-9.5%,i,-6.9,-5.9%
COc1ccc(CSc2nnnn2C)cc1[N+](=O)[O-],2.8,1.6,5.7,1.2,1381,-0.39,1516,-0.584,-0.211,0.17,0.815,i,11.4%,16.8%,i,-24.2,x
Cc1cc(C)cc(NC(=O)c2cccc(NC(=O)C3C4CC5OC(=O)C3C5C4)c2)c1 (stereo not given),1.2,1.2,10.1,1.2,958,x,x,-0.564,-0.38,-0.148,0.574,i,-50.6%,10.9%,i,-6.3,10.6%
Cc1cc(C)n(C(=O)c2ccc(C)c(S(=O)(=O)N3CCCC3)c2)n1,3.0,2.2,1.7,-0.6,1075,0.6,1316,-0.729,-0.227,-0.807,2.05,i,6.0%,-1.9%,i,-8.5,x
O=C(OCC(=O)N1CCN(C(=O)c2ccco2)CC1)c1cc(-c2ccco2)nc2ccccc12,3.7,1.8,3.8,-2.9,1351,0.61,1472,-0.842,-0.209,-1.06,1.14,i,6.3%,3.2%,i,3.0,-13.9%
Cc1cccc(C)c1NC(=S)Nc1ccccc1C(=O)NCc1ccco1,1.6,2.2,7.8,-4.0,1095,0.95,1496,-0.213,-0.3,-0.3,0.53,i,13.1%,-26.5%,i,10.6,-25.9%
Cc1ccc(C(=O)N2NC(c3ccc(F)cc3)C3C(=O)N(c4ccc(C)c(C)c4)C(=O)C32)cc1 (stereo not given),2.8,3.0,7.4,-3.5,599,1.01,839,-1.05,0.161,0.395,0.22,x,-29.4%,7.9%,i,-16.0,43.0%
CCCCNC(=O)CCn1c(=O)c2ccccc2n(Cc2ccc(Cl)cc2)c1=O,1.3,3.6,6.7,-0.6,974,-0.6,1355,0.00818,0.103,-0.208,-0.0829,i,5.9%,-0.7%,i,-5.7,-18.1%
Cc1ccc(-c2nnc(SCC(=O)N3CCCc4ccccc43)n2N)cc1,1.9,1.4,0.1,-4.2,777,0.35,1121,-0.797,-0.155,-0.473,0.375,i,20.1%,-4.5%,i,-5.1,6.5%
Nc1nc(SCC(=O)NC2CCCC2)[nH]c(=O)c1NC(=O)c1cccs1,x,x,x,0.6,1310,-1.13,913,-0.449,-0.275,0.385,-0.275,i,-2.1%,5.9%,x,x,-7.8%
CCOc1c(OC(C)=O)ccc(/C=C/c2ccc3cccc(OC)c3n2)c1[N+](=O)[O-],3.5,2.2,6.7,1.5,981,x,x,-0.937,-0.247,0.196,0.615,i,5.3%,19.4%,i,-1.6,24.1%
Cc1ccc(C(=O)NC2CCCCC2)cc1,2.9,1.4,1.8,-1.2,1380,-0.45,1573,1,-0.151,-0.444,-1.8,i,-84.7%,-8.4%,i,0.7,-16.0%
O=C(COc1cccnc1[N+](=O)[O-])N1CCN(C(=O)c2ccco2)CC1,4.7,1.8,4.8,-1.3,1095,-1.04,1255,-0.826,-0.343,-0.594,0.654,i,9.6%,-1.4%,i,7.0,-11.0%
O=C(Nc1ccc(Cl)cn1)c1ccccc1[N+](=O)[O-],23.3*,26.8*,33.7*,0.9,1101,-0.7,1271,-0.776,-0.241,-0.298,0.295,i,8.1%,9.0%,i,24.2,-20.2%
Cc1cccc(N=C2N=C(N)c3ccccc32)c1,3.7,1.8,5.9,0.8,1273,-0.1,1531,-0.841,-0.201,-0.687,0.29,i,5.1%,19.9%,i,-2.3,16.0%
O=C(Cn1nc(Cc2ccncc2)c2ccccc2c1=O)Nc1cccnc1Cl,x,x,x,1.8,1298,0.2,778,1.79,-0.0841,1.73,-1.24,i,0.1%,-7.5%,x,x,-5.9%
O=C(NC(=S)Nc1cccnc1)c1cccs1,1.7,1.7,2.0,0.0,1048,-0.25,1550,0.0787,-0.164,0.598,-0.135,i,-12.5%,x,i,-0.5,-33.4%
O=C(CCCC(=O)OCC(Cl)=C(Cl)Cl)Nc1ccc(F)cc1,4.1,3.4,4.4,-0.2,1147,0.03,1585,0.412,-0.16,0.415,-0.406,i,10.7%,-0.2%,i,2.5,-25.1%
Nc1nc(Nc2ccc(Cl)cc2)nc(NCc2ccco2)c1[N+](=O)[O-],x,x,x,0.3,1226,-0.28,1053,-0.823,2.13,0.411,0.461,i,-44.1%,5.2%,x,x,-7.1%
Cc1ccc(S(=O)(=O)Cc2nc3ccccc3c(=O)[nH]2)cc1,3.3,2.0,4.4,x,x,x,x,0.023,-0.219,-0.131,0.214,i,12.3%,-1.9%,i,-24.4,5.3%
Cc1occc1C(=O)Nc1cccc(C(=O)NCc2ccccc2)c1,2.3,1.5,3.1,1.4,962,-0.1,1624,0.123,-0.118,0.422,0.505,i,20.0%,-0.6%,i,7.4,1.9%
COc1ccc(OC)c(NC(=O)c2cc3c(Cl)nc4ccccc4c3s2)c1,9.4,6.4,14.3,0.6,1083,x,x,0.567,-0.227,0.438,-0.298,i,-4.2%,1.5%,i,-0.1,-27.5%
O=C(CCc1nnc(C2CCCCC2)o1)NCc1cccc(-n2cccn2)c1,1.9,2.1,5.1,-4.9,1018,0.83,1432,-0.686,-0.153,-0.51,0.407,i,9.0%,-2.3%,i,14.9,-32.4%
COc1ccc(C(=O)NC(=O)NC2(C(Cl)(Cl)Cl)OCCO2)cc1,6.1,2.4,7.4,-5.0,1192,0.98,1616,-1.12,-0.13,0.226,-0.544,i,-270.3%,9.5%,i,11.5,-43.1%
CCOC(=O)C1=C(C)NC(C)=C(C(=O)OCCNC(=O)c2cccnc2)C1c1cccc([N+](=O)[O-])c1 (stereo not given),2.6,3.0,1.0,-1.8,541,0.26,1042,-0.662,-0.318,-0.481,0.382,i,8.6%,-5.1%,i,-12.2,8.0%
O=C(O)CCc1nnc(SCC(=O)Nc2cccc(C(F)(F)F)c2)[nH]c1=O,1.9,1.7,3.4,-1.3,1157,-0.62,1260,-0.326,-0.245,-0.129,0.404,x,-26.7%,6.64µM*,i,-3.6,-43.4%

# These rows are one share of the data, so the mix of outcomes need not match the whole.
